# Abeta yeast res: A-beta toxicity reversal in yeast | yeast expressing A-beta42, growth rescue, OD600, 48 h; response scale: 0% DMSO, 100% iron-clioquinol control | AID 1347071 | 0.063% of 410,000 active | Potency, µM (series often up to 46.1 µM), for the others: at the top dose growth rescue, usual class: activators; also: potency is read from the fitted curve at half-maximal effect; nearly all actives have a fitted effect of over 55% in size
#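 Yeast A-beta toxicity model in growth medium with pinned compounds, 48 h at 30 C; growth read as absorbance at 600 nm. Normalized to FeCl3/clioquinol equimolar mix (positive) and DMSO (negative).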
# GLP-1R agonist: activates the human GLP-1 receptor. Potency, µM (series often up to 45.6 µM), inactives show at the top dose activation, actives largely listed as activators. 0.007% of 380,000 active. P43220. HEK293 GLP-1R CRE-luciferase, luminescence, 4-6 h; cells express a hypersensitive GLP-1R form; also: potency is read from the fitted curve at half-maximal effect; % of control where 0% means no effect
# Target sequence (P43220 whole entry, looked up): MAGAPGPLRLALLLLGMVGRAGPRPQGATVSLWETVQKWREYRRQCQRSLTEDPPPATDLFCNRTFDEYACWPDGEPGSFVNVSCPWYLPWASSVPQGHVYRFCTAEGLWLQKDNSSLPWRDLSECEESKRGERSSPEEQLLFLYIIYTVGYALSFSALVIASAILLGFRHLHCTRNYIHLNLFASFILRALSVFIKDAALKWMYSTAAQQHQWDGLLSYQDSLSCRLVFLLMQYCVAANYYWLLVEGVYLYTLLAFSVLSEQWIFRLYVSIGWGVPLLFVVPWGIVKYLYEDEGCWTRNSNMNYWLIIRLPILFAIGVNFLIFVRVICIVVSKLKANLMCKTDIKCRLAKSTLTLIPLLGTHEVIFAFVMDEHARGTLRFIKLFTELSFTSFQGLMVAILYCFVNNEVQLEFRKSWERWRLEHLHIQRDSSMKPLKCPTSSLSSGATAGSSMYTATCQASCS
# pAkt inh: Akt phosphorylation inhibition | Neuro2A IGF-stimulated pAkt S473 HTRF, 20 min; active compounds read low | activity change, % for hits at 50 µM | 0.32% of 360,000 active; in the data active = activity change below about -80%; inconclusive = mostly about -51% to -80%; also: % is scaled to controls: 0 for no effect and ±100 for the full control effect
#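 Neuro2A cells (4,500/well, DMEM with 0.5% FBS) were treated with compound at a single 50 µM final concentration, stimulated with 6 nM IGF for 20 min at 37 °C, and lysed. Phospho-Akt Ser473 was read by HTRF as 665/615 ratio ×10^4.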
# PTHR1 agonist: agonists of human PTHR1 parathyroid hormone receptor; Q03431; Potency, µM (highest dose often 115 µM), inactives show at the top dose activation, hits mostly activators; HEK293 GP2 PTHR1 cells, GloSensor cAMP luminescence, 1 h; 0.075% of 410,000 active; also: potency is read from the fitted curve at half-maximal effect; nearly all actives have a fitted effect of over 55% in size; some results filed as inactive show a strong effect at the top dose; inactives centre near -15; many of its hits are not listed in these tables
# Target sequence (Q03431 whole entry, looked up): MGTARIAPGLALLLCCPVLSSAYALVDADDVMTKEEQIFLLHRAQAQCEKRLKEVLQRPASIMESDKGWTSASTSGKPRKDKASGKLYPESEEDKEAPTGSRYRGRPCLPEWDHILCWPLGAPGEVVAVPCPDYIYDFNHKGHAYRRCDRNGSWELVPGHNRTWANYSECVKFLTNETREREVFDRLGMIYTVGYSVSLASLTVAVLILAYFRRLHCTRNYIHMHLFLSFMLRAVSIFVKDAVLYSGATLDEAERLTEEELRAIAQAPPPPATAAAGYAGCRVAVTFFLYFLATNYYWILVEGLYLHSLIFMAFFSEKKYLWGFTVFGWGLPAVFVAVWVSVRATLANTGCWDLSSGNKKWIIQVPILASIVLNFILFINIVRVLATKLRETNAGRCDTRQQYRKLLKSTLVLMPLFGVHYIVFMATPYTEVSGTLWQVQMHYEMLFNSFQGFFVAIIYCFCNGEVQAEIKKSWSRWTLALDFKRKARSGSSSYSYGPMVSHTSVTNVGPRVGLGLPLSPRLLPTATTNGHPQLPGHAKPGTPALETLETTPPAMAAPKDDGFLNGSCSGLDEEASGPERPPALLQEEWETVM
#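 HEK-293-derived GP2 cells expressing PTHR1 and a GloSensor cAMP reporter, 3,000/well, plated overnight, given luciferin plus IBMX (each 0.5 mM as added) for 1 h at 37 °C, then compound for 1 h at 37 °C. Luminescence was read after 15 min at room temperature.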
# GLP1R inv ag: GLP-1 receptor (human) inverse agonism. P43220. HEK293 GLP-1R CRE-luciferase, luminescence, 24 h; GLP-1R form is constitutively active. Potency, µM (doses to about 38.3 µM), inactives show top-dose activity change, negative = inhibition, most hits filed as inhibitors. 1.6% of 410,000 active. AID 624417; also: potency is read from the fitted curve at half-maximal effect; % is scaled to controls: 0 for no effect and ±100 for the full control effect; nearly all actives have a fitted effect of over 55% in size
#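 Stable HEK293 clone (constitutively active GLP-1R + cAMP-response luciferase); 200 cells/uL plated, 12 h pre-culture, compound 24 hr, 37 deg C/5% CO2; detection reagent 12 min RT; luminescence.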
# aSyn yeast inh: alpha-synuclein toxicity inhibition in yeast; Yeast expressing alpha-synuclein, growth rescue, BacTiter-Glo, 24 h; Potency, µM (series often up to 46.1 µM), for inactives: at the highest dose growth rescue (activation), actives largely listed as activators; 0.14% of 370,000 active; AID 652106; also: potency is read from the fitted curve at half-maximal effect; % of control where 0% means no effect; nearly all actives have a fitted effect of over 65% in size
#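 Readout is rescue of growth in alpha-synuclein-expressing yeast, so inhibitors of toxicity appear as activators. Growth after 24 hr at 30 deg C in galactose medium is quantified by luminescence.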
# D3 antag: blocks the human D3 dopamine receptor; D3R cells, DiscoveRx beta-arrestin luminescence, antagonist mode; active compounds read low; max response, negative = inhibition, %; 2.5% of 360,000 active; AID 652054; in the data active = max response below about -50%; inconclusive = no clear call, values can overlap the other calls; also: % is scaled to controls: 0 for no effect and ±100 for the full control effect; mostly tested at two doses, the higher about 12 µM
#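 Cells plated overnight at 1500 cells/well, then exposed to library compounds with dopamine controls for 90 minutes at 37 degrees C. DiscoveRx reagent added for 30–60 minutes at room temperature; luminescence read, quantitative HTS format.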
# TDP43 rescue: rescues yeast growth from TDP-43 toxicity; TDP-43 expressing yeast growth rescue, BacTiter-Glo, 24 h; Potency, µM (doses to about 46.1 µM), without a hit: at the top dose growth rescue (activation), hits mostly activators; 1.8% of 410,000 active; AID 652104; also: potency is read from the fitted curve at half-maximal effect; % of control where 0% means no effect; nearly all actives have a fitted effect of over 50% in size
#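 Yeast cells expressing TDP-43 under galactose induction are exposed to compounds for 24 hr at 30 deg C. BacTiter-Glo luminescence measures growth, so protective compounds score as activators.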
# FUS suppressor: FUS proteinopathy suppression in yeast; S. cerevisiae FUS-expressing, growth rescue, OD600, 24 h; Potency, µM (titrated, usually from 76.6 µM), without a hit: at the top dose growth rescue (activation), actives largely listed as activators; 0.24% of 390,000 active;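 also: potency is read from the fitted curve at half-maximal effect; plate controls were DMSO vehicle for no effect and reference control for full effect; nearly all actives have a fitted effect of over 55% in size; some results filed as inactive show a strong effect at the top dose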
#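 Compound concentration series was pinned onto galactose-induced FUS-expressing yeast seeded at OD 0.005. Plates sat 24hr at 30C; absorbance at 600 nm gave growth. DMSO served as background control.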
# An asterisk follows results filed as active; i = inactive; ? = inconclusive; . = not tested or not shown; [ ] = remark or other dose. Unless noted, calls follow the shape of the dose curve; as a rule, active = well fitted curve in the direction sought with a large enough effect; inconclusive = small, poorly fitted or top-dose-only effect, or another doubt; inactive = no such curve, though single readings can be large; an effect the other way counts as inactive or inconclusive. These rows are one share of the data; the hit share may differ from the screen's.
Compound	Abeta yeast res	GLP-1R agonist	pAkt inh	PTHR1 agonist	GLP1R inv ag	aSyn yeast inh	D3 antag	TDP43 rescue	FUS suppressor
Cc1oc(C(=O)O)cc1COc1ccc2c3c(c(=O)oc2c1C)CCC3	7%	-7%	.	1%	0%	.	9	-20%	13%
CCOc1cccc(C(=O)Nc2ccccc2C(=O)N2CCOCC2)c1	10%	-32%	i	-18%	12%	1%	?	21%	.
Cc1ccc(Br)cc1S(=O)(=O)N1CCN(c2ccccc2)CC1	2%	-2%	i	-9%[57.5 µM]	?	13%	-28	25%	0%
CCOC(=O)c1cc(S(=O)(=O)Nc2cc(C)c(Cl)cc2OC)[nH]n1	-12%	-10%	.	i	-29%	.	.	-1%	?
c1ccc(Oc2cccc(OCCCCN3CCCC3)c2)cc1	-18%	-4%	i	i	?	1%	-18	-15%	12%
CN(C)C(=S)SCC(=O)NCc1ccc(F)cc1	-5%	10%	i	i	30%[activator][7.66 µM]	0%	-6	15%[9.22 µM]	17%
Cc1cccc(N2CC(C(=O)Nc3ccc4c(c3)OCCO4)CC2=O)c1C (stereo not given)	-7%	2%	i	-15%	-21%	0%	-12	-16%	39%
Cc1ccc(N2CC(C(=O)Nc3ccc(S(=O)(=O)N4CCCC4)cc3)CC2=O)cc1 (stereo not given)	4%	-1%	.	-1%[57.5 µM]	4%	-5%	7	-13%	29%
CC1=C(C(=O)N2CCOCC2)CC(CC(=O)NCc2cccs2)C(=O)N1Cc1ccccc1 (stereo not given)	-17%	9%	i	-23%	21%	-2%	8	16%	-5%
Cc1cccc(OCC(=O)OCc2cc(=O)n3nc(-c4cccs4)sc3n2)c1	-12%	.	.	i	2%	.	.	8%	33%
COC(=O)NNC(=O)CCCOc1ccc(Cl)cc1Cl	-4%	0%	i	i	11%	9%	7	19%	.
C=CCCC(=O)N1C[C@H]2CON(C)[C@H]2C[C@H]1c1cccc(N2CCOCC2)c1	6%	4%	i	-14%	9%	-1%	14	0%	-16%
O=C(CSc1nc2ccccc2[nH]1)Nc1ccc(N2CCOCC2)cc1	9%	4%	i	-28%	23%	5%	26	?	.
Cc1cc(C)c(C(=O)OCC(=O)NC(=O)c2ccccc2)c(C)c1	-6%	-7%	i	-4%	5%	4%	2	2%	4%
COc1cccc(-n2c(C)n[nH]c2=O)c1	-9%	-6%	i	i	54%[activator]	-14%	7	-6%	-22%
CC(NC(=O)C1=CC=CN2CCS(=O)(=O)N=C12)c1ccc(Cl)c(Cl)c1 (stereo not given)	0%	19%	i	i	0%	-1%	3	-12%	3%
CC1(C)C(C=C(Cl)Cl)C1C(=O)N(Cc1ccc(Cl)cc1)C1CCS(=O)(=O)C1 (stereo not given)	21%	1%	i	i	8.9µM*	4%	19	19%	35%
Fc1ccccc1C1c2[nH]c3ccccc3c2CCN1Cc1ccoc1 (stereo not given)	5%	9%	i	-8%	8.9µM*	1%	1	-13%	6%
O=C(NCc1ccco1)/C(=C/c1cccc(C(F)(F)F)c1)c1nc2ccccc2[nH]1	18%	-5%	i	-11%	?	1%	-27	10%	.
Cc1oc(-c2ccccc2Cl)nc1CS(=O)CC(=O)N1CCN(c2cccc(C(F)(F)F)c2)CC1 (stereo not given)	2%	.	.	-95%[inhibitor]	?	.	.	?	25µM*
CC(c1ccon1)N(C)C(=O)CCc1nnc(Cc2ccc(-c3ccccc3)cc2)o1 (stereo not given)	13%	8%	i	-45%[inhibitor]	-25%	10%	16	10%	31%
COCCn1nnnc1CN(CCc1ccc(OC)c(OC)c1)Cc1cc2ccc(C)cc2[nH]c1=O	8%	5%	i	-11%[57.5 µM]	19%	-2%	1	-12%	-2%
COc1ccc(NC(=O)CCC(=O)c2ccc(-c3ccccc3)cc2)cc1	2%	-9%	i	i	1%	3%	12	7%	23%
O=C(NN=Cc1ccc2c(c1)OCO2)C1CC1	0%	13%	i	i	5%	0%	1	-23%	13%
Cc1ccc(NC(=O)NNC(=O)COc2ccc3ccccc3c2)cc1	12%	-21%	i	i	1%	-7%	-10	-21%	21%
CC(C)C(OC(=O)c1ccco1)C(=O)NC1CCCC1 (stereo not given)	5%	10%	i	-2%	5%	0%	29	-4%	-16%
CC(C)C[C@@H](CN1CCC[C@@H]1CN1C(=S)NC[C@@H]1Cc1ccccc1)N1C[C@H](Cc2ccc(O)cc2)N(CC2CCCCC2)C1=S	5%	0%	i	-18%	29%	-7%	3	0%	26%
CCOC(=O)Cc1csc(Nc2ccc(Cl)cc2)n1	8%	14%	i	-11%	?	-10%	-6	?	-29%
COc1ccc(CCNS(=O)(=O)c2cc(C(=O)O)c(Cl)cc2Cl)cc1	-1%	5%	i	i	-7%	-1%	0	-4%	-29%
CN(C)S(=O)(=O)n1cc(/C=C(\NC(=O)c2ccccc2F)C(=O)NCCN2CCOCC2)c2ccccc21	6%	-4%	i	-6%	-3%	19%	61	9%	4%
Cc1ccnc(NS(=O)(=O)c2ccc(NC(=O)CSc3nc(-c4ccccc4)cc(=O)[nH]3)cc2)n1	-19%	-6%	i	?	16%	-9%	-18	-6%	32%
Cc1ccc(CN(Cc2cc3cc(C)ccc3[nH]c2=O)C(=O)N2CCOCC2)cc1	1%	5%	-106%*	-13%[57.5 µM]	-7%	8%	-2	-2%	5%
CC1(C)C(=O)Nc2ccccc2N1C(=O)CN1C(=O)NC(CCc2ccccc2)C1=O (stereo not given)	-6%	-1%	i	-9%	13%	18%	-4	5%	20%
CC(C)CCOc1ccccc1C(N)=O	0%	4%	i	i	0%	10%	26	29%	-35%
Cc1cc(NC(=O)NN2CCOCC2)nn1-c1c(Cl)cc(Cl)cc1Cl	4%	3%	i	-3%	11%	-11%	1	8%	23%
Cc1ccc(CSCC(=O)N2CCN(c3ccccc3F)CC2)cc1	9%	.	.	-32%[inhibitor]	?	.	.	?	?

# An excerpt from above in order of the D3 antag value, smallest number first.
mol,D3 antag
Cc1ccnc(NS(=O)(=O)c2ccc(NC(=O)CSc3nc(-c4ccccc4)cc(=O)[nH]3)cc2)n1,-18
CC1(C)C(=O)Nc2ccccc2N1C(=O)CN1C(=O)NC(CCc2ccccc2)C1=O (stereo not given),-4
Cc1cc(NC(=O)NN2CCOCC2)nn1-c1c(Cl)cc(Cl)cc1Cl,1

# (cont.)
Compound	Abeta yeast res	GLP-1R agonist	pAkt inh	PTHR1 agonist	GLP1R inv ag	aSyn yeast inh	D3 antag	TDP43 rescue	FUS suppressor
COC(=O)N1[C@H](C)C=C[C@]1(Cc1ccccc1)C(=O)OC	4%	-3%	i	-17%	16%	9%	11	11%	2%
Cc1cccc(-n2c(=O)c3c(c4cc(C)ccc4n3C)n(CC(=O)NCC3CCCO3)c2=O)c1 (stereo not given)	0%	-2%	.	i	12%	.	.	11%	6%
Cc1c(C(=O)N2CCOCC2)c(S(=O)(=O)Nc2cccc(Br)c2)c(C)n1C	-17%	2%	i	i	-20%	-6%	-18	-30%[inhibitor]	10%
O=C(O)/C=C\C(=O)Nc1cccc(NC(=O)c2ccccc2)c1	14%	9%	i	-6%	28%	5%	-4	?	11%
Cc1nc2ccccn2c1C(=O)N/N=C/c1cc(C)n(-c2ccc(Br)cc2)c1C	20%	0%	i	-9%[57.5 µM]	-2%	10%	-24	0%	36%
COc1ccccc1NC(=O)CN1CCN(CC(=O)Nc2ccc(C)c(F)c2)CC1	-1%	17%	i	-26%	?	-6%	18	-7%	3%
Cc1ccc(Sc2nc3c(c(=O)[nH]c(=O)n3C)n2CCc2ccccc2)cc1	-1%	9%	i	-18%	59%[activator]	0%	27	15%	1%
Cc1cccc(NC(=O)Cn2c(=O)n(CCC(=O)N3CCc4ccccc4C3)c(=O)c3ccccc32)c1	-5%	-3%	.	-5%	-29%	.	.	18%	1%
Cc1ccc(NC(=O)c2scc3c2CCCC3)cc1	10%	-6%	i	-21%	2%	-9%	-19	16%	1%
CSc1ccc(CCNC(=O)c2c(C)nn(-c3ccc(F)cc3)c2-n2cccc2)cc1	0%	-2%	.	-33%[inhibitor]	?	6%	.	0%	?
Cc1cccc(Cn2c(C)nc3ccc([N+](=O)[O-])cc3c2=O)c1	?	16%	i	-25%	?	2%	-10	?	14%
CCOC(=O)c1ccc(NC(=O)CSc2c(C(C)C)cnc3c2c(=O)n(C)c(=O)n3C)cc1	-13%	.	.	?	8%	.	.	15%	20%
CCOC(=O)c1c(-n2cccc2)sc2c1CCCC2=O	5%	-4%	i	-42%[inhibitor]	?	3%	-10	?	.
COC(C(=O)Nc1ccc(F)cc1)c1ccccc1 (stereo not given)	10%	1%	i	i	-26%	-2%	-15	-6%	6%
Cc1cccc(C)c1NC(=O)C(c1ccc(C(F)(F)F)cc1)n1c(=O)c(-c2ccco2)nc2ccccc21 (stereo not given)	0%	.	i	-7%	?	1%	-13	9%	29%
Cc1coc2cc3oc(=O)c(CCC(=O)NCCCn4ccnc4)c(C)c3cc12	-18%	-4%	i	i	-9%	3%	2	-10%	-15%
CCOC(=O)C1CCN(c2nnc(N3CCCC3=O)s2)CC1	9%	-5%	.	i	13%	-15%	-16	11%	-6%
CC(C)(C)C(=O)N1CCN(c2nc3ccccc3s2)CC1	.	12%	i	-34%[inhibitor]	-7%	6%	0	?	1%
COc1ccc(C(=O)NNC(=S)NC2CCCCC2)cc1OC	-14%	-1%	i	i	0%	-2%	-28	0%	-4%
Cc1ccc(-c2onc(C)c2C)cc1S(=O)(=O)N1CCN(c2ccccc2F)CC1	-1%	.	.	-17%	4%	.	.	13%	9%
CC1CN(C(=O)/C=C/c2ccccc2Cl)CC(C)O1 (stereo not given)	6%	4%	i	-22%	15%	8%	-2	29%	-22%

# Source: PubChem BioAssay (National Center for Advancing Translational Sciences (NCATS))
